# High-throughput results as filed in PubChem BioAssay.
# MC4R ag barr: MC4R agonists recruiting beta-arrestin, primary screen, cell-based, luminescence, agonist arm of biased-ligand search. activation, % at 8.9 µM. Melanocortin receptor 4 (Homo sapiens), P32245. U2OS MC4R beta-arrestin complementation; percent of melanotan II response, DMSO zero. AID 540308, 2011. 360,000 tested, 0.98% active;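 active means activation above a per-plate cutoff, the mean activation of sample wells on that plate plus 3 SD, cut at about 8% in these data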
# ABCB6 inh 2: ABCB6 transporter inhibitors, primary screen, K562-ABCB6 cells, flow cytometry, MLPCN library; ATP-binding cassette sub-family B member 6 (Homo sapiens), Q9NP58; K562-ABCB6 porphyrin accumulation, 1 h; hits give low values; fluorescence ratio to DMSO, % at 10 µM; 360,000 tested, 0.19% active; AID 602162, 2011;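 active means fluorescence ratio to DMSO below 75%, the collection mean minus 3 SD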;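 further: signal is porphyrin accumulated inside mitochondria; 100% equals median channel fluorescence of DMSO control wells; lower ratio means ABCB6 inhibition with less porphyrin fluorescence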
# H9c2 protect: cardioprotection against H2O2-induced cell death, primary screen, uHTS, H9c2 cells, ATPLite luminescence | H9c2 cardiomyocytes, H2O2 injury protection, 2 h | protection from H2O2 cell death, % at 20 µM | 360,000 tested, 0.63% active | AID 588492, 2011;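 active means compounds giving at least 50% protection of heart cells from peroxide-induced death in the single-dose screen, raw or plate-pattern-corrected value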;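 further: 0% = DMSO wells with peroxide and 100% = DMSO wells without peroxide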
# ABHD5 PLIN5 PPI: ABHD5-PLIN5 interaction inhibitors, primary screen, cell lysate, split luciferase complementation, luminescence. Perilipin-5 (Homo sapiens) + 1-acylglycerol-3-phosphate O-acyltransferase ABHD5 (Homo …. Split G. princeps luciferase complementation, 4 h. inhibition, % at 4 µM. 360,000 tested, 0.78% active. AID 602281, 2012;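 active means inhibition above the mean inhibition across every tested compound plus 3 SD, cut at about 22% in these data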;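 further: 0% = DMSO only wells and the 100% control is not disclosed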
# Glyco luc inh: increase of ERlucT glycosylation luciferase signal, primary screen, N-linked glycosylation inhibitor project, D54 ERlucT cells, luminescence, set 2; D54 ERlucT glycosylation luciferase reporter, 24 h; percent of 100 nM tunicamycin response; reporter increase, % at 12.5 µM; 360,000 tested, 0.23% active;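 active means mean luciferase reporter signal, scaled so untreated is 0 and the glycosylation-blocking control 100, at or above a set limit in every replicate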;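 further: luciferase carries N-glycosylation sites so blocking glycosylation raises the light; 0% = median of neutral control wells and 100% = median of 100 nM tunicamycin wells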
# NCOA2 inhibitor: inhibition of GAL4-SRC2 driven luciferase reporter, primary screen, SRC2 inhibitor project, cell-based, luminescence. Nuclear receptor coactivator 2 (Homo sapiens), Q15596. HEK293 GAL4-SRC2 luciferase reporter. inhibition, % at 9 µM. 370,000 tested, 0.17% active. AID 651957, 2012;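 active means inhibition above the mean inhibition of all tested compounds plus 3 SD, set per campaign, cut at about 52% in these data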;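 further: 0% = DMSO treated cells and 100% = cells given Gossypol at 36 µM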
# m5-HT2A agonist: mouse Htr2a agonists via beta-arrestin recruitment, primary screen, cell-based, luminescence; 5-hydroxytryptamine receptor 2A (Mus musculus), P35363; CHO-K1 mHTR2A beta-arrestin complementation; percent of 30 µM serotonin response; activation, % at 7.6 µM; 360,000 tested, 0.66% active; AID 624169, 2012;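 active means activation above a run cutoff, the mean activation of all tested compounds plus 3 SD, cut at about 14% in these data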;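 further: 0% = plate median of compound wells and 100% = 30 µM serotonin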
# Target sequence (P35363 whole entry, looked up): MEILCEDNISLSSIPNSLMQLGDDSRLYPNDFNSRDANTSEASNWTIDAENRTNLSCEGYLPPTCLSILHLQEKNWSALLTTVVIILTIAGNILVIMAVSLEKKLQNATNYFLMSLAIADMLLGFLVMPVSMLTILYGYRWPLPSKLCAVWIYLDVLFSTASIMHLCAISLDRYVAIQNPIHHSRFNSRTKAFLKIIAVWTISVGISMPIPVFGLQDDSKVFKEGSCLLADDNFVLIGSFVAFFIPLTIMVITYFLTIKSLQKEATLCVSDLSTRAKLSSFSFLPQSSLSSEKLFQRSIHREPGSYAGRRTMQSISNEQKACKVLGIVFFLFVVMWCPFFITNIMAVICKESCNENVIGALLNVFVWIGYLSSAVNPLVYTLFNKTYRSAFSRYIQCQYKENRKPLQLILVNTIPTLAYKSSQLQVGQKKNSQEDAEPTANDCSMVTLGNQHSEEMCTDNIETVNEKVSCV
# NOD2-RIPK2 inh: NOD2-RIPK2 binding disruptors in cells, primary screen, fluorescence, CHO cells, BLA complementation | Receptor-interacting serine/threonine-protein kinase 2 (Homo sapiens), O43353 | CCF4 ratio | inhibition, % at 4.98 µM | 360,000 tested, 0.38% active; in the data active means inhibition above about 21%;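 further: 0% = vehicle only and 100% = reference blocker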
# Target sequence (O43353 whole entry, looked up): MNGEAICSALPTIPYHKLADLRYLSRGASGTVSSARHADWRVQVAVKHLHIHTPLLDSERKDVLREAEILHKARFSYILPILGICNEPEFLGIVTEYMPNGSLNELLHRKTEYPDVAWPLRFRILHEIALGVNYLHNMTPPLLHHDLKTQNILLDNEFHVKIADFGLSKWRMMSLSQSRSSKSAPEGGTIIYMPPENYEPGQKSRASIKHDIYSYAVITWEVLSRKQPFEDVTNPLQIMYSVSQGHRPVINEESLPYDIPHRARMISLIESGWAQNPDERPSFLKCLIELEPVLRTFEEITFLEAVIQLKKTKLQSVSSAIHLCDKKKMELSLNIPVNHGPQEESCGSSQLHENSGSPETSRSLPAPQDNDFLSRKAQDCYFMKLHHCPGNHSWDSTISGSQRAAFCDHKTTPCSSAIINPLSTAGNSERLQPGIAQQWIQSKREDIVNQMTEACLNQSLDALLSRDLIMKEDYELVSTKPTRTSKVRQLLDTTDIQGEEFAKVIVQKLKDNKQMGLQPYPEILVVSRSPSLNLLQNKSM
# MC4R antagonist: MC4R antagonists of cAMP signaling, primary screen, cell-based, TR-FRET, antagonist arm of biased-ligand search; Melanocortin receptor 4 (Homo sapiens), P32245; MC4R-expressing cells, MTII-stimulated cAMP, LANCE TR-FRET; inhibition, % at 6.5 µM; 360,000 tested, 0.48% active;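 active means inhibition above its plate's cutoff, the mean of tested wells on that plate plus 3 SD, cut at about 29% in these data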;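 further: 0% = Melanotan II alone and 100% = Melanotan II plus saturating MCL0020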
#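 System: U2OS-MC4R stable cell line; Technique: Eu-cAMP/anti-cAMP TR-FRET, emission 671 nm; Repeats: single well per compound; Also added: Melanotan II; Dosing: one concentration, 6.5 µM nominal; Schedule: 30-min compound, 1-h challenge, 1-h detection, room temperature.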
# TLR9-MyD88 block: inhibitors of TLR9-MyD88 association in cells, primary screen, cell-based, CHO, BLA complementation, fluorescence | Toll-like receptor 9 (Homo sapiens) + Myeloid differentiation primary response protein … | CCF4 FRET ratio | inhibition, % at 4.98 µM | 340,000 tested, 0.21% active | AID 504734, 2011;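 active means inhibition above the mean over all tested compounds plus 3 SD, cut at about 21% in these data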;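 further: 0% = DMSO only wells and 100% = clavulanate BLA inhibitor control wells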
# * marks the source's active call; other numbers are inactive results; x = not tested or not shown. This is a subset; rates above refer to the full screens.
SMILES,MC4R ag barr,ABCB6 inh 2,H9c2 protect,ABHD5 PLIN5 PPI,Glyco luc inh,NCOA2 inhibitor,m5-HT2A agonist,NOD2-RIPK2 inh,MC4R antagonist,TLR9-MyD88 block
COc1ccc(N(CC(=O)N2CCN(c3ccc(Cl)cc3)CC2)S(=O)(=O)c2c(C)noc2C)cc1,-1.8,101.0,-6.3,-0.1,-5.8,6.5,-5.9,-3.9,4.7,-2.8
Cn1c(NCc2ccc3occc3c2)nc2cc(-c3ccc(F)cc3)sc2c1=O,-0.8,99.0,-11.1,5.5,-1.1,-27.2,3.8,-2.8,0.3,x
Cc1onc(-c2ccccc2Cl)c1C(=O)Nc1ccc(F)c(F)c1,-0.7,94.0,-1.9,-1.5,0.8,-12.4,-4.0,-4.8,1.1,-11.4
C/C(=N\NC(=S)NCc1ccccc1)c1ccc(C(C)(C)C)cc1,-1.8,97.0,-10.3,1.6,-4.3,-5.4,5.8,-2.2,-0.5,-8.2
COc1ccc(Cn2nnnc2C(c2ccc(C)cc2)N2CCN(C3CCCC3)CC2)cc1 (centres undefined),-0.7,100.0,-4.4,1.6,-6.6,-56.2,0.4,6.3,5.6,-4.7
C[C@@]12CCC[C@H](O1)[C@@H]([C@H](O)c1ccccc1)O2,-2.3,95.0,0.1,-9.8,0.1,-10.2,-3.2,-1.5,-0.9,-2.7
O=C(c1cccc([N+](=O)[O-])c1)N(c1ccccn1)c1ccccn1,0.0,97.0,26.8,1.3,-0.5,-4.7,-1.2,-4.2,-3.9,7.8
O=[N+]([O-])c1ccc(CSC2=NCCN2)cc1,-1.1,94.0,1.3,-1.7,1.3,17.7,1.6,-2.2,13.1,-10.7
COc1cccc(C(=O)CSc2nccn2C)c1,-2.7,100.0,9.7,-3.5,-1.0,-35.8,3.9,7.2,7.6,-4.0
CCOC(=O)c1cccc(NS(=O)(=O)c2c(C(=O)N3CCCCCC3)c(C)n(C)c2C)c1,-2.4,92.0,-1.3,-0.3,-2.5,18.1,-6.9,2.2,5.7,9.2
CCOc1ccc2cc(C#N)c(SCC(=O)N3CCOCC3)nc2c1,2.6,103.0,3.7,3.3,-7.2,-77.7,3.2,5.0,13.3,-3.2
Cc1ccc(CN2C(=O)CCC2C(=O)NCC2CCCO2)cc1 (centres undefined),-1.3,112.0,4.0,-3.5,2.1,0.5,0.1,-11.3,-7.0,-2.4
Cc1ccc(Cl)c(NC(=O)CSc2n[nH]c(=O)n2C2CC2)c1Cl,-3.1,96.0,-4.3,1.4,0.7,19.2,-2.4,6.7,-4.3,0.1
Cc1cccc(NC(=S)NC(=O)/C=C/c2ccco2)n1,1.4,103.0,4.5,7.8,3.2,-24.9,-3.8,2.5,7.7,-3.0
CCCNC(=O)C1(C)CCN(C(=O)c2oc3ccccc3c2C)C1 (centres undefined),1.2,92.0,-1.1,-5.5,-0.8,-33.1,1.9,2.7,7.5,x
C=CCc1ccccc1OCC(O)CN1CCN(c2ccc(OC)cc2)CC1 (centres undefined),8.7*,102.0,-3.1,0.3,2.5,15.0,-5.4,4.3,22.2,0.8
c1cc(CNc2ccc(N3CCOCC3)cc2)ccn1,-1.4,100.0,-0.9,-24.4,3.1,1.8,-2.3,-8.6,17.2,1.1
CN(Cc1c(O)ccc2c1oc(=O)c1ccccc12)C1CCCCC1,-0.8,98.0,11.0,16.6,3.6,-8.0,0.0,3.0,-5.3,13.4
CC1(C)CC(C2N3CC4(C)CN2CC(C)(C3)C4=O)CCO1 (centres undefined),-2.4,90.0,5.4,5.5,-1.1,15.1,-4.3,9.8,7.8,-23.6
O=c1[nH][nH]c2c1[C@H](c1ccc(F)cc1)O[C@H](CCc1ccccc1)C2,x,107.0,x,27.1*,x,-1.4,-5.9,-1.4,x,x
O=C1C=CC(=O)N1c1ccc2ccccc2c1,-2.7,94.0,-21.3,19.0,5.0,-74.0,-4.5,-8.3,12.0,-9.3
O=S1(=O)c2ccccc2OC(COCc2ccccc2)CN1Cc1ccccc1 (centres undefined),-1.4,99.0,-3.4,-11.0,-1.7,-11.6,-0.6,9.6,1.6,-1.3
O=C(O)c1ccccc1C(=O)c1cccc2c(F)cccc12,-1.7,98.0,5.1,-3.0,0.2,-17.5,-1.3,-9.7,9.2,0.5
O=C(CNCC1(N2CCOCC2)CCCCC1)Nc1ccc(Cl)cc1,-0.1,100.0,-4.0,8.3,0.5,0.5,-1.9,-14.8,6.4,12.7
CCCN(CC1CC1)S(=O)(=O)c1ccc(S(N)(=O)=O)cc1,-0.4,101.0,3.7,2.3,-0.3,12.8,0.2,-5.2,5.9,-5.3
COc1ccc(CN(Cc2ccco2)S(=O)(=O)c2ccc(S(=O)(=O)N3CCCC3)cc2)cc1,2.0,97.0,-4.4,-1.8,-1.9,2.7,-3.5,-1.7,4.4,-2.1
CCCCN(Cc1ccccc1)C1CCN(Cc2ccccc2)CC1,0.4,101.0,3.5,-6.1,-1.5,-8.7,-9.0,1.8,4.3,-8.3
Cc1onc(-c2c(F)cccc2Cl)c1C(=O)N1C=CC(C(F)(F)F)=NCC1,0.6,100.0,-1.4,-6.5,0.1,-20.2,-1.2,2.7,14.0,-14.8
COc1ccccc1CC(=O)N(CCC#N)CCC#N,0.3,98.0,4.0,3.6,-0.4,4.8,2.5,-6.4,13.7,-6.7
C[C@H](NC(=O)[C@@H]1CCC(=O)N1Cc1ccco1)c1ccccc1,0.3,99.0,-2.4,-5.2,1.8,-0.9,1.6,0.7,4.0,-1.9

# Laid out differently: results already given
SMILES | MC4R ag barr | ABCB6 inh 2 | H9c2 protect | ABHD5 PLIN5 PPI | Glyco luc inh | NCOA2 inhibitor | m5-HT2A agonist | NOD2-RIPK2 inh | MC4R antagonist | TLR9-MyD88 block
CCCN(CC1CC1)S(=O)(=O)c1ccc(S(N)(=O)=O)cc1 | -0.4 | 101.0 | 3.7 | 2.3 | -0.3 | 12.8 | 0.2 | -5.2 | 5.9 | -5.3
C=CCc1ccccc1OCC(O)CN1CCN(c2ccc(OC)cc2)CC1 (centres undefined) | 8.7* | 102.0 | -3.1 | 0.3 | 2.5 | 15.0 | -5.4 | 4.3 | 22.2 | 0.8
O=C1C=CC(=O)N1c1ccc2ccccc2c1 | -2.7 | 94.0 | -21.3 | 19.0 | 5.0 | -74.0 | -4.5 | -8.3 | 12.0 | -9.3

# The results go on.
SMILES,MC4R ag barr,ABCB6 inh 2,H9c2 protect,ABHD5 PLIN5 PPI,Glyco luc inh,NCOA2 inhibitor,m5-HT2A agonist,NOD2-RIPK2 inh,MC4R antagonist,TLR9-MyD88 block
NC(=O)CC(NC(=O)Cc1cccc2ccccc12)c1ccc(N2CCN(c3ccccn3)CC2)c([N+](=O)[O-])c1 (centres undefined),-3.4,96.0,3.9,-7.3,2.1,-3.4,-3.1,-6.1,5.5,-6.1
CC1CCCCN1S(=O)(=O)c1ccc(C(=O)Nc2nnc(C3CC3)o2)cc1 (centres undefined),-4.6,98.0,19.0,-5.8,2.0,13.2,-5.2,-2.3,-5.1,1.6
COc1ccc(CC(=O)OC(C)CN2CCCC2)cc1 (centres undefined),0.5,89.0,2.6,2.6,0.1,3.9,-5.4,-6.3,-0.1,-1.6
COCCN(CCOC)S(=O)(=O)c1ccc(C(=O)Nc2sc3c(c2C(N)=O)CCCCC3)cc1,-2.9,101.0,-7.0,-9.9,-12.6,-69.8,2.0,-8.9,15.8,-0.1
COc1ccccc1C(=O)NC(=O)COC(=O)c1cnccn1,-0.7,91.0,13.7,3.1,2.8,-18.1,0.6,-9.2,1.3,-1.1
CCC(C)N(C)Cc1cccc(C2(O)CCN(S(=O)(=O)c3ccc(F)cc3)CC2)c1 (centres undefined),-1.2,101.0,-2.5,8.9,-1.1,-12.3,-4.8,-1.9,2.4,0.1
O=C(O)c1cccnc1SCC(=O)N1CCCCCC1,2.3,94.0,-2.9,-5.1,3.7,-14.9,2.9,-1.9,9.4,-2.8
Cc1cc(NC(=S)NC(=O)CC(C)C)ccc1Br,0.5,84.0,-6.2,-9.5,1.0,-23.0,0.8,1.9,3.0,0.3
CCN(CC)C(=O)/C(=C\c1ccncc1)NC(=O)c1ccccc1,-1.3,98.0,2.3,2.3,-2.1,-9.2,2.1,-1.6,8.1,3.7
CC(=O)c1cccc(NC(=S)NC(=O)C(C)C)c1,0.6,99.0,-2.4,4.3,0.5,-14.0,1.5,-9.4,9.8,6.3
N#CC1CCN(c2ncccc2[N+](=O)[O-])CC1,-1.9,105.0,-0.8,2.3,-0.5,4.2,0.7,9.7,10.2,x
CC(C)NC(=O)CCc1nc2cccnc2n1-c1ccccc1,-0.6,110.0,11.2,3.8,-0.4,10.1,-9.3,4.1,-2.2,-1.9
COC(=O)c1ccc2nc(-c3ccccc3)c(Cc3ccccc3C(F)(F)F)n2c1,x,122.0,x,-8.5,x,-50.1,2.8,-5.2,x,x
O=C(NCc1ccccc1)c1ccc(F)c(F)c1,3.0,93.0,-1.0,14.3,0.2,2.4,2.2,-5.4,-10.6,0.5
O=C(COC(=O)C1CCN(c2ccc(C(F)(F)F)cn2)CC1)Nc1ncc(Cl)cc1Cl,-1.7,85.0,-5.5,5.7,1.5,14.2,-6.7,-4.3,1.9,-1.0
CC(Cc1ccccc1)=NNS(=O)(=O)c1ccc([N+](=O)[O-])cc1,0.0,96.0,5.8,0.6,-0.6,-5.6,-2.0,-11.8,6.4,-6.4
COCCCN(C(=O)CCOc1ccc(C)cc1)c1c(N)n(Cc2ccccc2)c(=O)[nH]c1=O,-1.5,90.0,0.9,-5.7,-0.5,-2.3,-1.5,4.5,2.0,6.0
COc1cccc(C2/C(=C(/O)c3ccccc3)C(=O)C(=O)N2CCCC(=O)O)c1 (centres undefined),2.0,103.0,6.7,-0.6,2.8,-12.6,-0.2,-2.5,-4.4,7.8
CC(C)(O)C1Cc2cc(/C=C/C(=O)O)c(O)cc2O1 (centres undefined),-0.5,102.0,-1.5,16.1,-2.5,-17.8,-1.0,-10.2,-3.7,x
O=C(C1CCCN(S(=O)(=O)c2cccc3nsnc23)C1)N1CC=C(c2ccccc2)CC1 (centres undefined),-1.4,88.0,-13.4,0.0,-2.1,-12.1,-5.9,7.8,9.5,1.2
